# ERp5 inh – inhibitors of ERp5-driven insulin aggregation, primary screen, biochemical, turbidity, absorbance 650 nm, single point | AID 651711, 2012 | inhibition, % at 9.99 µM | 90 min | 350,000 tested, 0.05% active | Protein disulfide-isomerase A6 (Homo sapiens), Q15084;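 active means mean replicate inhibition above about 25%, with every replicate also reaching it, limit read from the data, passing the limit was not always enough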
# Target sequence (Q15084 whole entry, looked up): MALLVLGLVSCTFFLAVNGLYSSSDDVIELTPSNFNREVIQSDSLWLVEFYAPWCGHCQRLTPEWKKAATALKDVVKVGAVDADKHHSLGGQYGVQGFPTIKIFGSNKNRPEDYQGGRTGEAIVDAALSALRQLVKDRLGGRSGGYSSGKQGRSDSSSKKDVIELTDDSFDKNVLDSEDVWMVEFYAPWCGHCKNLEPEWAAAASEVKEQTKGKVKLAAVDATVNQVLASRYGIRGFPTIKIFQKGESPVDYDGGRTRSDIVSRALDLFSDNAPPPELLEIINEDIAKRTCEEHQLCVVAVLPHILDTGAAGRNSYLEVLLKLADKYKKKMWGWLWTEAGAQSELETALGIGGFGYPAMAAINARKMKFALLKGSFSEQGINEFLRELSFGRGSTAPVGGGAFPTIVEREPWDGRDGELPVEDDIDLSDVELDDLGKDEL
# RAD52 anneal inh – RAD52 DNA annealing inhibitors, primary screen, biochemical, FRET, single point, set 2. DNA repair protein RAD52 homolog (Homo sapiens), P43351. recombinant RAD52 DNA annealing, FRET fluorescence. inhibition, % at 18.7 µM. 360,000 tested, 0.46% active;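 active means every replicate showing at least 50% inhibition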
# Target sequence (P43351 whole entry, looked up): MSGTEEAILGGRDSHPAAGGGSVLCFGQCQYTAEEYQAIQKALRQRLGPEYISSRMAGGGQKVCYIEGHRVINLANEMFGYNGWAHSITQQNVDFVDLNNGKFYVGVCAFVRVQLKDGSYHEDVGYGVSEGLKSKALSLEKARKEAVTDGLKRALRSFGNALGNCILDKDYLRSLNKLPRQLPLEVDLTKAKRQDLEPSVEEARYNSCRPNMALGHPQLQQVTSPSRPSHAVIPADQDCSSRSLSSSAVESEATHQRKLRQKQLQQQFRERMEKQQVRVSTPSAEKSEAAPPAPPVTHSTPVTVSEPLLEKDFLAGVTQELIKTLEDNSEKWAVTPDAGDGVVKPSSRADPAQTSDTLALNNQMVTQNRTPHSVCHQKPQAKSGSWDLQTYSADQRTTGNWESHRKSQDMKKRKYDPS
# Xi reactivation – activators of inactive X chromosome reactivation, primary screen, imaging, XiGFP fibroblasts, GFP high-content imaging, set 2; activation, % at 7.58 µM; 360,000 tested, 0.055% active; XiGFP mouse fibroblasts, % GFP-positive cells imaging, 3 d; cells co-treated with 5-aza-dC sensitizer; scaled so ellipticine positive control = 100%; AID 743238, 2013;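 active means mean normalized replicate activation at least 10% and every replicate at or above 10%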;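 further: 0% = median of on-plate neutral control wells and 100% = ellipticine 6 µM median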
#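 System: SV40-immortalized XiGFP fibroblast cells, line 68-5-11 / Incubation: 3-day compound exposure, then 15 min fixation at room temperature / Compound: single concentration per compound, delivered by pin transfer / Buffer or medium: DMEM plus 5-aza-dC sensitizer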
# ERAP1 inh – human ERAP1 aminopeptidase inhibitors, primary screen, biochemical, single point, plate reader; Endoplasmic reticulum aminopeptidase 1 (Homo sapiens), Q9NZ08; recombinant ERAP1, Leu-AMC fluorescence, 60 min; inhibition, % at 10.7 µM; 340,000 tested, 0.15% active; AID 652197, 2013;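 active means mean replicate inhibition of at least 30%, or all replicates individually reaching that 30% level; inactive means mean below 30% and not every replicate reaching it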;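 further: 0% = neutral control wells and 100% = L-leucinethiol positive control wells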
# RAD54 branch – inhibitors of human RAD54 branch migration, primary screen, biochemical, fluorescence, single point. DNA repair and recombination protein RAD54-like (Homo sapiens), Q92698. RAD54 Holliday junction branch migration, FAM/BHQ fluorescence. inhibition, % at 10.4 µM. 360,000 tested, 0.14% active. AID 602329, 2012;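 active means mean normalized replicate activity at least 40 and at least half of replicates scoring 40 or more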;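 further: 0% = median of neutral control wells and 100% = median of positive control wells; inhibitors cause a drop in the FAM fluorescence signal; in these data hits start at about 50%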
# S100A4 inh HTS – inhibitors of S100A4-myosin IIA peptide binding, primary screen, biochemical, fluorescence polarization, TAMRA-MyoIIA peptide; 360,000 tested, 0.14% active; Protein S100-A4 (Homo sapiens), P26447; inhibition, % at 10.7 µM;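 active means mean inhibition of at least 70% across replicates, with every replicate also reaching that level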
# Target sequence (P26447 whole entry, looked up): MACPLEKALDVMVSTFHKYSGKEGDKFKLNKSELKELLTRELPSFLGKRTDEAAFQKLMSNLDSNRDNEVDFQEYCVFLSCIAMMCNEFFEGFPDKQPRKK
#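 Test system: S100A4 monomer protein. Medium: HEPES buffer with Ca2+, pH 7.2. Reagent: fluorescent myosin IIA peptide, 5 nM. Compound dosing: single-point compound testing. Timing: 5 min between mix addition and reading. Benchmarks: DMSO neutral and TFP positive wells.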
# E-sel inducer – E-selectin induction in HUVECs, primary screen, imaging, HUVEC, immunofluorescence imaging, single point; P16581; normalized: neutral wells 0, TNF-alpha wells 100; activation, % at 7.58 µM; 260,000 tested, 0.37% active; AID 686992, 2013;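 active means mean E-selectin-positive cell signal at least 10% of the positive control, reached in at least 60% of replicates, without over 20% cell loss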;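 further: in these data hits start at about 27%; measured in HUVEC primary endothelial cells; signal is the percent of cells scored E-selectin positive by PE staining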
#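 System: HUVEC / Compound: single concentration / Signal: immunofluorescence imaging / Read-out: percent E-selectin-positive cells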
# esBAF inh – Bmi1 luciferase reporter increase in mESCs, primary screen, esBAF inhibitor project, mouse ES cells, Bmi1 luciferase knock-in, single point | 24 h; 100% = twice the neutral-well signal | reporter increase, % at 12.5 µM | AID 602393, 2012 | 350,000 tested, 2% active; in the data active means activation above about 40%;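 further: 0% = median of the plate's neutral control wells and 100% = double that signal; a rise in the Bmi1 reporter signal indicates esBAF inhibition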
# * hit, by the source's call; . = no result given; & = joins results of further samples. Rows were taken by chance, and some 2.5% of all compounds hit somewhere here.
Structure	ERp5 inh	RAD52 anneal inh	Xi reactivation	ERAP1 inh	RAD54 branch	S100A4 inh HTS	E-sel inducer	esBAF inh
CN(C(=O)C1CCN(c2ncnc3c2nc2n3CCCCC2)CC1)C1CCCCC1	4	0	0.0	-3	-15	2	.	5
O=C(C[C@H]1C[C@H]2c3cc(NC(=O)CC4CC4)ccc3O[C@H]2[C@H](CO)O1)NCc1cc(F)ccc1F	-4	-1	0.1	-4	-3	-1	-0.4	-2
Cc1ccc(OC(=O)N(C)C[C@@H]2OCc3ccccc3-c3ccccc3C(=O)N([C@@H](C)CO)C[C@@H]2C)cc1	-3	10	0.1	0	2	5	-0.1	-15
CCN(CC)C(=O)CSc1nc2cc3c(cc2c(=O)n1CCCC(=O)NCc1ccc(OC)cc1)OCO3	1	-1	0.4	-3	9	2	3.5	-3
Cc1ccc(CN2CCN(Cc3cccc(C)n3)CC2CCO)cc1 (centres undefined)	6	-14	0.2	-9	.	-2	.	.
CN(C)Cc1cn(CC[C@H]2CC[C@H](N)[C@@H](CO)O2)nn1	-4	8	0.1	1	-2	11	-0.3	2
O=C(Nc1cc(S(=O)(=O)N2CCCCC2)ccc1O)c1ccccc1NS(=O)(=O)c1ccc(F)cc1	2&-2	-7&-31	0.2&0.1	1&-4	11	6&2	0.4&-0.2	.
CN(C)C(=O)c1cccc(-c2ccc([C@H]3[C@@H](C#N)N(C(=O)C4CCC4)[C@@H]3CO)cc2)c1	4	-5	-0.1	2	-23	-8	0.9	18
CCOc1ccc(/C=C2\SC(=S)N(CCCC(=O)NCCCN3CCOCC3)C2=O)cc1	3	-7	0.0	3	-20	-1	-5.2	-79
O=C(N/N=C\c1cccnc1)C1c2ccccc2Oc2ccccc21	3	9	0.0	-4	.	1	1.7	.
Cc1ccc2nc(NC(=O)CN3C(=O)NC4(CCCC4)C3=O)sc2c1	4	-12	0.0	8	.	2	.	.
Cc1nc(N2CCOCC2)[nH]c(=O)c1C	0	-11	0.0	1	-1	0	.	-6
COc1ccc(C(=O)COC(=O)c2cnc(C)cn2)c(OC)c1	7	-7	0.0	2	8	5	2.7	-5
C[C@H]1CCCCO[C@@H](CN(C)C)[C@@H](C)CN([C@@H](C)CO)C(=O)c2cc(NS(=O)(=O)c3cn(C)cn3)ccc2O1	0	-14	0.3	1	-1	7	0.0	.
O=C(C[C@H]1C[C@@H]2c3cc(NC(=O)NC4CCCCC4)ccc3O[C@@H]2[C@@H](CO)O1)NCCc1ccccc1	3	5	0.0	-5	-3	5	0.4	1

# The list goes on; the last 3 above are carried over.
Structure	ERp5 inh	RAD52 anneal inh	Xi reactivation	ERAP1 inh	RAD54 branch	S100A4 inh HTS	E-sel inducer	esBAF inh
COc1ccc(C(=O)COC(=O)c2cnc(C)cn2)c(OC)c1	7	-7	0.0	2	8	5	2.7	-5
C[C@H]1CCCCO[C@@H](CN(C)C)[C@@H](C)CN([C@@H](C)CO)C(=O)c2cc(NS(=O)(=O)c3cn(C)cn3)ccc2O1	0	-14	0.3	1	-1	7	0.0	.
O=C(C[C@H]1C[C@@H]2c3cc(NC(=O)NC4CCCCC4)ccc3O[C@@H]2[C@@H](CO)O1)NCCc1ccccc1	3	5	0.0	-5	-3	5	0.4	1
COc1ccccc1NC(=O)C(=O)NCc1ccncc1	2	-6	0.0	10	.	-1	.	.
C[C@H]1CCCCO[C@H](CN(C)Cc2ccccc2)[C@@H](C)CN([C@@H](C)CO)C(=O)c2cc(NC(=O)Nc3ccc4c(c3)OCO4)ccc2O1	-2	8	-0.1	-1	1	-18	0.2	12
COc1ccc(C2(c3ccc(OC)cc3)NC(=O)N(CC(=O)Nc3cc(C)ccc3OC)C2=O)cc1	6	-9	0.0	4	-4	-12	.	10
C[C@@H]1CCCCO[C@H](CN(C)Cc2ccc(C(F)(F)F)cc2)[C@H](C)CN([C@@H](C)CO)C(=O)c2cc(NS(=O)(=O)c3ccc(F)cc3)ccc2O1	-4	-33	0.2	-1	-9	11	-0.1	3
O=C(COC(=O)c1nc(Cl)ccc1Cl)NC1CCCCC1	2	-10	-0.2	1	3	-4	.	-3
COc1cc(C2Nc3ccccc3C(=O)N2NS(C)(=O)=O)ccc1O (centres undefined)	2	-11	0.0	4	-5	-6	1.9	-4
O=C(O)CC(NCc1ccco1)C(=O)Nc1cccc(O)c1 (centres undefined)	-2	-9	-0.1	-2	4	2	-0.1	.
O=C(OCCCc1ccncc1)c1ccc(S(=O)(=O)N2CCOCC2)cc1	5	-7	.	11	-11	-1	.	4
C[C@H](CO)N1C[C@H](C)[C@@H](CN(C)CC2CCCCC2)Oc2ccc(NC(=O)Nc3cccc4ccccc34)cc2C1=O	0	12	0.0	0	-7	-3	0.6	-5
CC(C)N1CCN(Cc2nc3ccccc3s2)CC1CCO (centres undefined)	-1	0	0.0	-2	.	-10	.	.
Oc1ccc(/C=N/Nc2cc(N3CCOCC3)nc(N3CCOCC3)n2)cc1O	2	1	-0.1	0	.	7	-0.2	.
Cc1ccc(S(=O)(=O)NCC[C@@H]2CC[C@H](NC(=O)NC(C)C)[C@H](CO)O2)cc1	-7	15	0.0	-2	-3	6	-0.1	-5
CN(C)CCNC(=O)C1CC(=O)N(c2ccc(F)c(Cl)c2)C1 (centres undefined)	-5	-11	.	-1	8	13	.	-4
CN(CC(=O)Nc1ccc(Cl)c(C(F)(F)F)c1)C(=O)c1ccc2c(c1)NC(=O)CS2	-1	-31	0.3	-3	0	-4	0.7	1
O=C1C=C(c2cc3ccccc3s2)C[C@@H](c2ccc3c(c2)OCO3)C1	1	-40	0.0	.	4	-9	0.2	5
CC1CN(c2ncnc3c2c(-c2ccccc2)cn3-c2ccc(F)cc2)CC(C)O1 (centres undefined)	0	-16	-0.1	-2	.	-12	-3.5	.
COCC(=O)Nc1ccc2c(c1)[C@H]1C[C@H](CC(=O)N(C)C)O[C@H](CO)[C@H]1O2	0	-15	0.5	-2	4	-15	0.2	2
COc1ccccc1C(=O)NC(=O)COC(=O)/C(=C/c1ccccc1)NC(C)=O	3	2	0.1	-5	9	-2	0.5	-4
O=C(Nc1ccc(F)cc1F)c1ccc(-n2cccn2)c([N+](=O)[O-])c1	2	4	4.6	0	.	0	.	.
CCC1(CC)NC(=O)N(CC(=O)OC(C)C(=O)Nc2ccc(NC(C)=O)cc2)C1=O (centres undefined)	28*	-3	1.1	-5	-5	0	2.1	0
O=C(CN1C(=O)NC2(CCCC2)C1=O)Nc1cc(Cl)ccc1N1CCCCC1	5	-6	0.2	-3	-4	-8	0.1	.
CCCCCCC[C@@H](C/C=C/CCC(=O)N(C)C/C(=C/Cl)C/C(=C\C(=O)N1CC(OC)=CC1=O)OC)OC	2	-3	-0.1	-1	-21	0	.	-8
CCCC(NCC(O)COc1ccc(-c2ccccc2)cc1)c1ccccc1 (centres undefined)	1	-7	0.0	2	.	1	-2.1	.
Cc1ccc(S(=O)(=O)NC(=O)C2(C)CCN2C(=O)Cc2ccc(C(C)(C)C)cc2)nc1 (centres undefined)	2	-7	-0.1	2	2	0	-0.1	-2
O=C(CSc1nc2ccccc2[nH]1)N/N=C/c1ccco1	-1	-15	0.4	0	4	6	.	24
COc1ccccc1C(=O)NC(=O)COC(=O)c1ccc(C)o1	2	-10	-0.2	-1	1	3	0.0	-2
Cc1ccc(NNC(=O)c2ccno2)cc1Cl	0	-13	0.0	-3	-10	-1	0.4	.
C[C@@H]1CN([C@H](C)CO)S(=O)(=O)c2ccc(-c3cccnc3)cc2O[C@@H]1CN(C)C(=O)c1cccc(F)c1	-4	0	-1.2	-3	-1	0	-0.1	-7
NCCCCCCNC(=O)[C@@H]1C[C@@H]2C(=O)N[C@@H](Cc3ccccc3)C(=O)N2[C@@H]1c1ccc(O)cc1	-1	12	.	-1	1	3	.	.
O=C(OCc1cc([N+](=O)[O-])cc2c1OCOC2)c1cccnc1SC(F)F	0	10	0.1	2	.	6	0.4	.
OCC1(Cc2ccccc2F)CCCN(Cc2c(F)ccc(F)c2F)C1 (centres undefined)	-1	-22	-0.1	1	-3	-5	.	-3
Cc1cccc(N=CC=C2OC(C)(C)C(C)(C)O2)c1	-4	-15	0.0	1	-9	-3	.	.
CC(C)N(C(=O)[C@H]1C[C@H](CC(=O)NCc2ccco2)C(=O)N2CCc3c([nH]c4ccc(Cl)cc34)[C@]12C)C(C)C	0	5	0.0	-1	6	0	0.9	-8
COc1cc(OC)c(C2=NOC(C(=O)N3CCN(C(=O)c4ccco4)CC3)C2)cc1Cl (centres undefined)	4	-7	-0.1	-1	-1	-5	0.8	.
COc1ccc(-n2nnnc2SCC(=O)c2ccc3c(c2)OCCO3)c(OC)c1	-5	-23	.	1	.	-2	.	.
C[C@H]1CCCCO[C@H](CN(C)C(=O)Nc2ccc(F)cc2)[C@@H](C)CN([C@@H](C)CO)C(=O)c2cc(NS(C)(=O)=O)ccc2O1	-4	7	-0.2	-1	0	10	0.2	-3
O=C(N[C@H]1CC[C@@H](CCn2cc(-c3ccccn3)nn2)O[C@H]1CO)c1cccnc1	-1	-1	-0.4	-8	7	29	1.3	-3
Fc1ccc(C2=Nc3cccc4cccc(c34)N2)cc1	5	-10	0.2	-2	2	-8	.	-16
CC(=O)c1c(C)[nH]c(C(=O)Nc2ccc(C)c(S(=O)(=O)N(C)C)c2)c1C	0	-10	0.0	0	-3	10	-1.4	32
CC(C)NC(=O)N(C)C[C@H]1Oc2ncc(-c3cncnc3)cc2C(=O)N([C@@H](C)CO)C[C@H]1C	-2	-1	-0.8	.	7	-3	-0.2	5
Cc1ccc(NC(=S)N(CCN(C)C)C(C)c2cccnc2)c(C)c1 (centres undefined)	4	-23	0.0	-3	.	-3	-3.7	.
CC(C)C[C@@H](CN=[N+]=[N-])N1CCN(CC(C)C)CCC1=O	-6	-11	0.0	-4	-15	-3	-0.1	-5
CC(O)[C@H]1CN=C(N)N1CC1CCCCC1 (some centres undefined)	-4	-4	0.5	-6	-3	-4	-0.1	-8
C[C@@H]1CCCCO[C@H](CN(C)C(=O)CCCN(C)C)[C@@H](C)CN([C@@H](C)CO)C(=O)c2cc(NC(=O)Nc3ccc(C(F)(F)F)cc3)ccc2O1	.	.	0.5	.	19	.	-0.2	-4
O=C1[C@@H](Cc2ccccc2)CCn2cc(nn2)COCC2CCCN12 (some centres undefined)	-1	6	0.1	2	.	-1	-0.1	.
CN(C(=O)c1ccc(NC(=O)Cc2cccc(NC(=O)C3CCCN(C(=O)c4ccccc4)C3)c2)cc1)C1CC1 (centres undefined)	-5	-16	0.3	.	-3	0	-2.0	5
O=C(CNC(=O)c1ccccc1)NCCO	-4	-15	0.0	1	-6	0	.	1
